proKLK7 act: activators of human kallikrein-7 zymogen; P49862; purified proKLK7, EDANS-DABCYL substrate fluorescence; 100% is mature enzyme control, 0% vehicle; activation, % at 7 µM; hit rate 0.9% among 370,000;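 active = activation above the mean of all tested compounds plus 3 SD, computed per campaign excluding outliers beyond control limits, cut at about 13% in these data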
Target sequence (P49862 whole entry, looked up): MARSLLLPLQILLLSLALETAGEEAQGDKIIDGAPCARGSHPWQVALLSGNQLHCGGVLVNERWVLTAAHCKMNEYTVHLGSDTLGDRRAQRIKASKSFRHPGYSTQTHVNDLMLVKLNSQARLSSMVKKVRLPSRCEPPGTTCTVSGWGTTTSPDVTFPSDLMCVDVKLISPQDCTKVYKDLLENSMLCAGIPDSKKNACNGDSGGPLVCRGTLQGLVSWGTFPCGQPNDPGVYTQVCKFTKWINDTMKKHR
TDP2 absorb: blocks human TDP2 phosphodiesterase activity; O95551; recombinant TDP2, T5PNP hydrolysis, p-nitrophenol absorbance 415 nm; inhibition, % at 12.8 µM; hit rate 0.34% among 370,000; AID 720702;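 active = inhibition above the mean of all tested compounds plus 3 SD, set per campaign, cut at about 25% in these data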;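 note: 0% = DMSO with enzyme and 100% = buffer with substrate but no TDP2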
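Test system: Human TDP2 enzyme | Reagent: 5 mM T5PNP | Compound dosing: 12.8 µM single point, 1% DMSO | Incubation: Enzyme reaction with compound for 2 h at 37 °C | Technique: p-Nitrophenol epi absorbance | Read-out: % inhibition relative to enzyme-containing and enzyme-free wells | Benchmarks: High control without enzyme, low control DMSO plus TDP2 | Replicates: Singlicate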
UHRF1 MBD2 ctr: blocks human UHRF1 binding to methylated DNA. Q96T88. UHRF1 binding to methylated oligo, TR-FRET. inhibition, % at 4.4 µM. hit rate 0.75% among 370,000. AID 687016; in the data active = inhibition above about 21%;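 note: UHRF1 SRA domain binding a hemimethylated CpG hairpin DNA probe; 0% = median of test compound wells and 100% = reference inhibitor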
Target sequence (Q96T88 whole entry, looked up, the tested form may be a part): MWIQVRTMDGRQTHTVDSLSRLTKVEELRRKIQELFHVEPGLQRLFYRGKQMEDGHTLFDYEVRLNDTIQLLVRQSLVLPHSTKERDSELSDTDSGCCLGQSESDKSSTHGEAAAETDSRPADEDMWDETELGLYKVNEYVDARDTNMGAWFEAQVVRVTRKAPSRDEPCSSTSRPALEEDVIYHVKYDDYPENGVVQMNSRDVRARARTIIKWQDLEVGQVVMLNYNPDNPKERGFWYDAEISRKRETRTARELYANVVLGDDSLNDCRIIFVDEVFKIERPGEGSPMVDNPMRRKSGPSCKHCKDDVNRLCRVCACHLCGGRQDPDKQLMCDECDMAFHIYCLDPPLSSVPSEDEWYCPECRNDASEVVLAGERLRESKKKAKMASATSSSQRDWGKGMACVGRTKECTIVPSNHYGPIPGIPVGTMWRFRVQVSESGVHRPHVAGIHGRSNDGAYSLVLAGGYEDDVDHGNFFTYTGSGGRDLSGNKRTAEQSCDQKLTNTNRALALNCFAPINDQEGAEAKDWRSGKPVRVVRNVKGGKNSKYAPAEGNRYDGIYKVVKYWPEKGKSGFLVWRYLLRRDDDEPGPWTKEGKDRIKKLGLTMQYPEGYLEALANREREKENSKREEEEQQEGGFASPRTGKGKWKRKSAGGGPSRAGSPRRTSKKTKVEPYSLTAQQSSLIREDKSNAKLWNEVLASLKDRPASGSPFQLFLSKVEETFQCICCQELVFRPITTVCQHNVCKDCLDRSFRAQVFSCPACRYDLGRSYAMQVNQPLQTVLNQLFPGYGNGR
PRMT1 inh: PRMT1 (human) inhibition, primary screen; Q99873; recombinant PRMT1, activity-based probe fluorescence polarization; inhibition, % at 2.79 µM; hit rate 1.3% among 370,000; AID 652257;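 active = inhibition above about 21% made by adding two undisclosed values, limit read from the data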
SIAE primary: inhibitors of human sialic acid acetylesterase SIAE; SIAE FP-Rh probe binding, fluorescence polarization; inhibition, % at 9.66 µM; hit rate 0.69% among 370,000;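 active = inhibition above a cutoff: mean of compounds within the control limits plus 3 SD of those, cut at about 17% in these data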;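 note: 0% = plate median of compound wells and 100% = probe without SIAE protein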
TCR CD3 inh: inhibitors of human TCR-CD3 interaction | inhibition, % at 9.4 µM | hit rate 0.37% among 360,000 | TAMRA-labeled TCR probe fluorescence, biochemical | AID 651800; in the data active = inhibition above about 19%;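 note: recombinant mutant TCR 2C K166C tagged with TAMRA read by polarization; 0% = receptor in buffer alone and 100% = receptor with positive control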
LEDGF integ inh: blocks HIV-1 LEDGF/p75-dependent DNA integration; TR-FRET IN-LEDGF/p75 DNA integration, Eu/Cy5; inhibition, % at 3.7 µM; hit rate 0.64% among 370,000;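 active = inhibition above the screen-wide mean plus 3 SD, cut at about 13% in these data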;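 note: signal is the Cy5 over europium emission ratio at 671 and 618 nm; 0% = plate median of compound wells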
MBD2 inh: blocks human MBD2 binding to methylated DNA. Q9UBB5. TR-FRET, MBD2 binding to methylated oligonucleotide. inhibition, % at 4.4 µM. hit rate 0.31% among 370,000. AID 686964; in the data active = inhibition above about 13%
Tn6 DDE FP: disrupts Tn6 cyclic peptide binding to fibrin D-Dimer-E complex. hit rate 0.21% among 370,000. Fibrin DD(E) TRITC-Tn6 fluorescence polarization displacement. P02675. inhibition, % at 8.3 µM;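 active = inhibition above a per-campaign cutoff: mean of compounds within control limits plus 3 SD, cut at about 15% in these data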;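 note: 0% = median of all compound wells on the plate and 100% = blocking peptide control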
DDE Tn7 FP inh: inhibitors of Tn7 peptide binding to human fibrin DD(E); P02675; inhibition, % at 8.3 µM; FP displacement of FITC-Tn7 peptide from fibrin DD(E); 0% = median of compound wells per plate; hit rate 0.13% among 370,000;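 active = inhibition above the mean of compounds falling within the control limits plus 3 SD of them, cut at about 14% in these data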;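 note: 0% = plate median of compound wells and 100% = 10 µM Aha-Tn7 peptide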
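Test system – human fibrin DD(E) · Times – 10 min preincubation, 3 h with tracer, room temperature · Detection – fluorescence polarization of the labelled Tn7 tracer · Measure – percent inhibition normalized to high-control wells · Benchmarks – high control wells with 10 µM unlabelled Aha-Tn7 peptide (full inhibition) · Repeats – singlicate testing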
* = called active by the depositor.

Values in the order: proKLK7 act	UHRF1 MBD2 ctr	TCR CD3 inh	Tn6 DDE FP	PRMT1 inh	DDE Tn7 FP inh	SIAE primary	LEDGF integ inh	TDP2 absorb	MBD2 inh
CN1CCN(C(=O)CN2C(=O)COc3ccc(S(=O)(=O)N4CCOCC4)cc32)CC1
→ 0.1	1	3	-7	-7	-7	8	0	13	-1
Cc1c(C(=O)NCc2cccnc2)oc2ccccc12
→ 0.4	3	2	-6	0	-1	10	2	-3	1
CCn1cc(C(=O)NCc2ccccc2)c(=O)c2cc(F)c(N3CCN(C(=O)c4ccco4)CC3)cc21
→ -3.7	0	1	1	2	-7	0	7	-3	-5
CCN(CC(=O)NC1CCS(=O)(=O)C1)C(=O)COc1ccccc1-c1ccccc1 (stereo not drawn)
→ 0.1	-1	9	-2	2	-2	-1	-3	-4	-2
CN(C)CCNC(=O)CN1C(=O)COc2ccc(C(C)(C)C)cc21
→ 0.1	1	-5	3	-6	5	-6	4	-14	-6
O=C(/C=C/c1cccs1)Nc1ccc(S(=O)(=O)Nc2ncccn2)cc1
→ 0.1	-2	-1	7	2	5	7	0	4	-4
O=C(CSc1c2c(nc3ccc(Cl)cc13)CCCC2)NCc1ccco1
→ 1.3	-1	3	-5	18	-8	0	4	10	-8
CCOc1ccc(S(=O)(=O)N2CCN(C(=O)c3cccn3C)CC2)cc1
→ 0.6	2	-1	-1	4	3	-3	1	3	-2
O=C(Nc1ccccc1-c1nc2ccccc2[nH]c1=O)c1cccs1
→ 0.7	0	-10	-2	1	7	-7	-6	-1	6
COc1ccc(COC(=O)NNC(=O)c2ccccc2Cl)cc1
→ 0.9	1	2	-4	1	5	-1	2	2	-3
C=CCc1c(C)nc(SC)nc1Nc1ccccc1
→ 0.2	-1	-6	10	1	4	0	1	1	3
CNC(=S)N1N=C(c2ccc(C)cc2)CC1c1ccc(Cl)cc1 (stereo not drawn)
→ -1.7	-3	-4	4	-1	6	-4	2	3	-5
CC1CC(Nc2cccc(O)c2)=CC(=O)O1 (stereo not drawn)
→ 13*	-2	4	-8	-2	-3	-3	1	11	2
CCOC1=C2CN(S(=O)(=O)c3ccc(C)cc3)[C@H](c3cccs3)C[C@H]2n2c(=O)n(-c3ccccc3)c(=O)n2C1
→ -0.2	0	-4	3	1	-7	-9	3	-12	-3
O=C(Nc1cccc(C(F)(F)F)c1)C1CC(=O)N(CCc2ccccc2)C1 (stereo not drawn)
→ -0.3	0	-5	-3	4	3	2	3	-1	3
Cc1ccc(N2C(=O)CC(SCC(=O)Nc3ccc(S(N)(=O)=O)cc3)C2=O)cc1 (stereo not drawn)
→ 0.5	-4	9	6	53*	6	3	0	5	-6
CC(C)CN(C(=O)CCNC(=O)c1ccc(Cl)cc1)c1c(N)n(CC(C)C)c(=O)[nH]c1=O
→ -1.0	-1	-6	4	0	0	-4	1	-4	-1
COCCCn1c(SCC(=O)Nc2cccc(C(=O)OC)c2)nnc1-c1ccncc1
→ 0.0	-4	3	-6	-1	-3	4	-2	4	-3
Cc1nn(Cc2ccccc2Cl)c(C)c1C(=O)N1CCN(c2ccccc2)CC1
→ -0.1	1	3	3	0	2	4	-2	8	1
CCC1=Nc2ccc(Br)cc2C(c2ccccc2)N1CC(=O)OC (stereo not drawn)
→ 0.9	6	-3	6	2	0	3	1	-13	1

Arranged by length of the SMILES (lowest first): part of the list above.
Values in the order: proKLK7 act	UHRF1 MBD2 ctr	TCR CD3 inh	Tn6 DDE FP	PRMT1 inh	DDE Tn7 FP inh	SIAE primary	LEDGF integ inh	TDP2 absorb	MBD2 inh
CCC1=Nc2ccc(Br)cc2C(c2ccccc2)N1CC(=O)OC (stereo not drawn)
→ 0.9	6	-3	6	2	0	3	1	-13	1
CNC(=S)N1N=C(c2ccc(C)cc2)CC1c1ccc(Cl)cc1 (stereo not drawn)
→ -1.7	-3	-4	4	-1	6	-4	2	3	-5
Cc1nn(Cc2ccccc2Cl)c(C)c1C(=O)N1CCN(c2ccccc2)CC1
→ -0.1	1	3	3	0	2	4	-2	8	1

(next part)
Values in the order: proKLK7 act	UHRF1 MBD2 ctr	TCR CD3 inh	Tn6 DDE FP	PRMT1 inh	DDE Tn7 FP inh	SIAE primary	LEDGF integ inh	TDP2 absorb	MBD2 inh
NS(=O)(=O)c1ccc(NC(=O)c2ccc3nccnc3c2)cc1
→ 0.2	-2	1	-1	2	2	-8	-1	-8	-2
O=C(CCN1C(=O)c2ccccc2C1=O)Nc1cccc(S(=O)(=O)NC2=NCCC2)c1
→ -0.1	1	-4	-9	4	1	7	-4	4	2
N/C(=N\OC(=O)Cc1cccs1)c1ccc(Cl)cc1
→ 0.4	0	0	-1	-12	-2	-1	2	-3	-3
CCN1CCN(c2oc(-c3ccc([N+](=O)[O-])cc3)nc2C#N)CC1
→ 0.5	-4	-2	7	0	-2	-6	0	2	-3
CC1CCN(C2=C(NS(=O)(=O)c3ccccc3)C(=O)c3ccccc3C2=O)CC1
→ 0.8	-5	8	2	-9	-10	8	0	0	-2
Cc1cc(C)c2nc(C)cc(N/N=C/c3ccc(O)cc3)c2c1
→ 0.6	-19	-2	-15	-2	-8	7	4	-10	-1
CCOC(=O)c1sc(N)c(C(N)=O)c1C
→ -0.2	-1	0	-5	0	4	8	-4	-3	3
O=C(COc1ccc(F)cc1Cl)Nc1cc(S(=O)(=O)N2CCOCC2)ccc1N1CCCCC1
→ -0.2	-2	12	-3	0	-3	3	1	18	-4
S=C(Nc1ccc(Nc2ccccc2)cc1)NC1CCCCCC1
→ -0.2	0	6	-3	1	3	16	3	5	-1
Brc1ccccc1-c1ccccc1
→ -0.2	-2	4	-5	-1	1	-2	-1	-7	4
COCOc1cccc(CN2CCC2(C)C(=O)NCCNC(C)=O)c1 (stereo not drawn)
→ -0.4	2	-8	4	-4	-3	-4	1	-10	-1
CC1(C)Cc2noc(N)c2C(C)(C)N1O
→ 0.8	-6	4	0	-2	12	2	-1	-3	0
COc1ccc(CSc2nnc3[nH]c(=O)cc(N)n23)cc1
→ 0.4	-1	4	4	-1	8	3	-3	-4	4
Cc1ccc(NC(=O)c2cc([N+](=O)[O-])ccc2N2CCOCC2)cc1S(=O)(=O)N(C)C
→ 0.6	-3	-5	2	2	7	2	-2	8	2
CCOC(=O)C1CCCN(C(=O)C2CCCN(S(=O)(=O)c3ccc4c(c3)oc(=O)n4C)C2)C1 (stereo not drawn)
→ -0.8	0	2	0	0	-3	-2	4	-6	1
O=C(Cc1ccc(NC(=O)C2CCN(C(=O)CCc3ccccc3)CC2)cc1)Nc1cccc(C(=O)N2CCCC2)c1
→ 0.5	1	-4	-9	-1	3	2	0	5	4
COc1ccc(C2=NOC(COc3ccc([N+](=O)[O-])cc3)C2)cc1 (stereo not drawn)
→ 0.5	-2	0	-5	-6	0	-5	0	1	5
Cc1oc(-c2ccccc2Cl)nc1CSCC(=O)N1CCCC1
→ 0.1	-1	-1	8	0	1	-2	-1	6	-1
CN(CCc1ccccc1)C(=O)c1ccc(NC(=O)Cc2cccc(NC(=O)C3CCN(C(=O)C4CCC4)CC3)c2)cc1
→ 0.0	1	-4	-8	2	-1	-3	-3	3	0
CC(=O)N1CCN(c2ccc(NC(=O)c3ccco3)cc2Cl)CC1
→ 0.2	2	-4	0	2	-2	9	-4	7	0
COc1ccc(Br)c(C(=O)OCC(=O)NC2CCCCCCC2)c1
→ 0.7	3	6	2	2	6	1	-1	0	-6
COc1cc(/C=N/NC(=O)C(Cc2c[nH]c3ccccc23)NC(=O)OCC(C)C)cc([N+](=O)[O-])c1OCc1ccccc1 (stereo not drawn)
→ 0.0	0	-4	-11	4	3	-4	-3	0	1
CCCCNC(=O)CSc1nc(CCC)nc2ccccc12
→ 0.2	2	5	3	0	5	-2	-3	7	-1
Cc1ccccc1CNC(=O)CC1C(=O)NCCN1Cc1c(F)cccc1Cl (stereo not drawn)
→ -0.2	-2	-1	10	2	4	1	1	2	-2
O=C(NCC(c1ccc(F)cc1)N1CCOCC1)c1ccccc1F (stereo not drawn)
→ -0.2	2	-2	-4	-2	-1	8	2	4	-3
Cc1ccc(OC(=O)c2cccc(S(=O)(=O)N(C)C)c2)c(-n2nc3ccccc3n2)c1
→ -0.1	-3	-4	0	-2	-1	-8	5	8	-2
Cc1ccc(-c2csc3nc(C)n(N)c(=O)c23)o1
→ 0.9	7	7	2	4	2	8	0	7	-4
O=[N+]([O-])c1ccc2nc(-c3ccccn3)[nH]c2c1
→ -0.4	2	-13	-8	0	-1	16	5	-12	1
CSc1ccc(-c2cc3c(c4c2ccn4C)C2CCC3O2)cc1 (stereo not drawn)
→ -9.8	-4	-3	0	-2	1	-3	10	9	1
COc1ccc(N(Cc2cc3ccc(C)cc3[nH]c2=O)C(=O)c2ccco2)cc1
→ 0.3	-6	4	3	3	0	1	0	0	-5
C[C@@H]1C(=O)O[C@H]2[C@H]1CC[C@@]1(C)C(=O)C=C[C@@](C)(O)[C@H]21
→ 0.4	4	-3	0	-3	0	-3	1	0	3
O=C(COc1ccc2ccccc2c1Br)N1CCOCC1
→ 0.0	-1	1	3	-3	5	-1	1	12	2
CC1(C(=O)NCc2cccc3ccccc23)CCN1Cc1ccccc1OC(F)F (stereo not drawn)
→ 0.4	1	1	-11	-3	-5	-1	1	1	-4
COc1ccc(Cl)cc1NC(=O)COC(=O)c1c(-c2ccccc2)noc1C
→ -0.2	0	-2	0	0	11	-1	-4	2	0
Cc1ccc(C(=O)Nc2ccon2)cc1S(=O)(=O)N1CCOCC1
→ 0.8	1	6	-1	1	1	8	0	7	1
CC1CCCCN1CCCNC(=O)c1c(O)nc2ccccn2c1=O (stereo not drawn)
→ 2.8	1	7	-3	-3	-3	9	1	11	-3
CCC(=O)N(Cc1cc(=O)[nH]c2ccccc12)c1ccc(C)cc1
→ 0.5	1	-4	-3	3	1	3	6	-22	-4
CC(C)CNc1cccc2c1S(=O)(=O)N[C@@H](Cc1ccccc1)CO2
→ -0.1	6	4	-10	-2	-1	-7	0	0	-2
CNC(=O)c1ccc(NC(=O)c2cc(S(=O)(=O)N(C)C)ccc2N2CCCC2)cc1
→ -0.3	3	3	7	-2	1	-19	6	-25	5
COCCN1C=C2C(=O)C(C)(OC(=O)c3cccs3)C(=O)C=C2C=C1CCCC(=O)OC (stereo not drawn)
→ 1.4	0	0	6	3	0	2	-1	18	-10
CCC1NC(=S)N(C2CCCCC2)C1=O (stereo not drawn)
→ -0.2	1	6	8	1	-4	5	-1	-11	4
O=C1CCCC(=O)C1=C1SCCS1
→ -0.3	3	-5	-4	2	0	-5	-1	-4	8
O=C(CSc1ncnc2nc[nH]c12)Nc1ccccc1C(F)(F)F
→ 0.1	-4	6	-8	0	-11	-1	4	-8	-6
COc1ccc(-n2nc(C(=O)NCC(=O)Nc3ccccn3)c3ccccc3c2=O)cc1Cl
→ 0.1	-1	10	-6	-1	-4	-1	-1	-3	-2
Cc1cc(NC(=O)CSCc2ccc([N+](=O)[O-])cc2)no1
→ -0.2	-1	1	2	-4	2	-3	2	12	-5
N#C/C(=C\c1ccco1)C(=O)NCC1CCCO1 (stereo not drawn)
→ 0.3	2	-8	5	-1	0	0	0	-16	-8
